Wnt act = Wnt/beta-catenin pathway activators, primary screen, cell-based, plate reader, single point; Wnt/beta-catenin reporter cell assay, activator; 300,000 tested, 1.2% active; activation, % at 9.35 µM; AID 743398, 2014; in the data active = activation above about 30%, passing the limit was not always enough; inconclusive = no clear call, values can overlap the other calls;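 note: 0% = neutral control wells and 100% = positive control wells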
Tat export inh = E. coli Tat export inhibitors, primary screen, MC4100, TorA-mCherry reporter, fluorescence, single point; 340,000 tested, 0.036% active; AID 488895, 2010; inhibition, % at 10 µM;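 active = mean replicate inhibition at least 50% and at least half of replicates individually reaching 50%; inconclusive = only one of the two criteria met; inactive = neither criterion met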;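 note: exported cargo escapes ClpAP degradation while cytoplasmic cargo is degraded and loses fluorescence; 0% = median of neutral control wells and 100% = median of NaSCN control wells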
AddAB inh = growth inhibition of E. coli expressing H. pylori AddAB, primary screen, AddAB inhibitor project, absorbance. inhibition, % at 11.9 µM. AID 435030, 2010. 330,000 tested, 0.29% active; in the data active = inhibition above about 12%;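 note: 0% = vehicle wells of infected cells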
Rtt109 HAT inh = inhibitors of C. albicans Rtt109/Vps75 HAT, primary screen, biochemical, ThioGlo CoA-SH fluorescence, plate reader; purified Rtt109/Vps75, 4 h; inhibition, % at 34.9 µM; 330,000 tested, 0.16% active;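 active = inhibition of at least 50% in every replicate; inconclusive = best replicate reaches 50% inhibition but some replicates fall short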
Target sequence (Q5AAJ8 whole entry, looked up): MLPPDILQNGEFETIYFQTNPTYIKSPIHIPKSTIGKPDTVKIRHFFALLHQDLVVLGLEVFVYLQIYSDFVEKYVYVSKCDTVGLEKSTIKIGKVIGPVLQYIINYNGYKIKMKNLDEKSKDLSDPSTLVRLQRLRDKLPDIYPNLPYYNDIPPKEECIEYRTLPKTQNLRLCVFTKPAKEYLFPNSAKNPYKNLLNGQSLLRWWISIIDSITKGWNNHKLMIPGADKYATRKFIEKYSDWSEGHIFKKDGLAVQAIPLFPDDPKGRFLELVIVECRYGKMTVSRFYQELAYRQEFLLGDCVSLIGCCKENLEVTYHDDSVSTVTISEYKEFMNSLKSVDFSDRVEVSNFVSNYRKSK
CAL PDZ inh = CAL PDZ peptide-binding inhibitors, primary screen, biochemical, fluorescence polarization, Cer-tagged CAL PDZ, HTS; Golgi-associated PDZ and coiled-coil motif-containing protein (Homo sapiens), Q9HD26; 330,000 tested, 0.02% active; inhibition, % at 20 µM; purified CAL PDZ, TMR-peptide fluorescence polarization, 1 h;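 active = highest replicate inhibition of at least 40%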;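 note: plate controls were DMSO neutral control wells for no effect and unlabeled competitor peptide control wells for full effect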
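System: tagged CAL PDZ domain. Schedule: 1 h room-temperature incubation prior to read. Signal: fluorescence polarization (mP). Measure: percent inhibition from loss of millipolarization.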
Ecoli viability = E. coli V3065 growth inhibition, primary screen, counter-screen for AddAB inhibitor project, absorbance, OD600. 18 h. inhibition, % at 11.9 µM. 330,000 tested, 0.27% active. AID 449728, 2010;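 active = inhibition above the campaign's mean inhibition across all tested compounds plus 3 SD, cut at about 9.9% in these data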;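 note: uninfected addAB+ strain grown without phage in ampicillin broth; 0% = DMSO wells and 100% = ciprofloxacin 0.95 µg/ml wells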
phage Ecoli inh = growth loss of phage-infected E. coli, primary screen, RecBCD inhibitor project, absorbance, with phage, HTS. inhibition, % at 11.9 µM. 360,000 tested, 0.26% active. AID 651602, 2012; in the data active = inhibition above about 11%
PfHsp90 set2 = growth inhibition of PfHsp90-expressing yeast, primary screen, antimalarial PfHsp90 inhibitor project, S. cerevisiae, BacTiter-Glo luminescence, single point, set 2. BacTiter-Glo ATP, 48 h; yeast lacking PDR1 and PDR3 efflux regulators. inhibition, % at 9.4 µM. 310,000 tested, 0.32% active. AID 504621, 2011;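 active = every replicate shows inhibition above about 80%, whatever the replicate mean, limit read from the data; inconclusive = mean inhibition reaches the set limit but some replicate falls short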;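 note: 0% = DMSO neutral controls and 100% = 20 µM radicicol positive controls; yeast relying on Plasmodium falciparum Hsp90 in place of its own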
DAGLB inh = DAGLB lipase inhibitors, primary screen, biochemical, fluorescence, HTS; 340,000 tested, 0.059% active; HEK293T DAGLB membrane lysate, EnzChek fluorogenic substrate; AID 504411, 2011; Diacylglycerol lipase-beta (Homo sapiens), Q8NCG7; inhibition, % at 5.17 µM; in the data active = inhibition above about 34%;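 note: 0% = enzyme with vehicle and 100% = wells lacking enzyme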
Target sequence (Q8NCG7 whole entry, looked up): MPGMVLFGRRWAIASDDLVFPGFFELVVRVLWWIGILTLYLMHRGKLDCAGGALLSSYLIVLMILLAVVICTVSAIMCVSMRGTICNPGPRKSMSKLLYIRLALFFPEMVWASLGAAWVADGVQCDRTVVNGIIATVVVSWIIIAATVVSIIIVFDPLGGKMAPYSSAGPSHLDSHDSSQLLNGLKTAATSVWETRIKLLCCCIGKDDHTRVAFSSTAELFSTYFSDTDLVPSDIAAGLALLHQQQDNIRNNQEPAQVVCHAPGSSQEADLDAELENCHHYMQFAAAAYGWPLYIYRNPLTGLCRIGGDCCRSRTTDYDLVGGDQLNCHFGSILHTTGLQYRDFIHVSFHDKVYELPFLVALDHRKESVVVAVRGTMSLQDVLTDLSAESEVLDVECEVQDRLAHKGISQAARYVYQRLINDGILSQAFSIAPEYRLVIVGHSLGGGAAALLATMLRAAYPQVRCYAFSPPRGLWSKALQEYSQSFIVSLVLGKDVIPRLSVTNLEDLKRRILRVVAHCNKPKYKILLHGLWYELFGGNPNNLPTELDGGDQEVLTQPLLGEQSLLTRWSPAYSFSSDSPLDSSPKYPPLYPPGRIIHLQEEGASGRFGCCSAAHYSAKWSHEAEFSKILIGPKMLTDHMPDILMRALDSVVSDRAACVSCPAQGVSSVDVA
PvdQ inh = P. aeruginosa PvdQ acylase inhibitors, primary screen, biochemical, fluorescence, plate reader and imaging, single point. 340,000 tested, 0.063% active. PvdQ acylase [Pseudomonas aeruginosa LESB58]. purified PvdQ acylase. inhibition, % at 10 µM; in the data active = inhibition above about 30%, passing the limit was not always enough; inconclusive = no clear call, values can overlap the other calls;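 note: 0% = vehicle neutral wells and 100% = reference inhibitor wells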
An asterisk follows results filed as active; u = inconclusive; x = not tested or not shown.

SMILES	Wnt act	Tat export inh	AddAB inh	Rtt109 HAT inh	CAL PDZ inh	Ecoli viability	phage Ecoli inh	PfHsp90 set2	DAGLB inh	PvdQ inh
COc1ccc(C(=O)NCC(=O)N2CCN(C(=O)c3ccco3)CC2)cc1OC	1	-12	x	9	1.1	x	3.5	5	-3	-1
O=C(NCC1(N2CCOCC2)CCCCC1)c1ccc(Cl)c(S(=O)(=O)NCc2ccco2)c1	-5	-6	0.0	-2	-0.2	-3.4	2.5	2	1	8
Cc1cc2occ(CC(=O)Nc3nccs3)c2cc1C(C)C	x	-5	-0.2	-2	-1.6	-3.7	2.1	3	0	-3
COc1ccc(C2c3c(-c4ccccc4O)n[nH]c3C(=O)N2CCc2ccc(OC)c(OC)c2)cc1 (stereo not given)	x	11	-1.4	7	-3.1	0.4	1.3	x	2	-14
CC(OC(=O)/C=C/c1cccs1)C(=O)NC1CCCCC1C (stereo not given)	-2	-4	0.7	-4	-2.3	1.9	-0.3	0	0	-8
CC(C)NC(=O)CCCOc1ccc(Cl)cc1Cl	5	-10	1.4	-1	0.5	-2.8	1.7	0	-2	-10
CCNC(=O)CSc1nnc(-c2ccccc2)n1-c1ccc(OCC)cc1	x	-11	-0.1	4	x	-1.0	2.4	x	-2	-12
C=C(C)COc1ccc(-c2n[nH]c(C)c2-c2ccccc2OC)c(O)c1	x	-1	3.2	-16	-0.5	3.4	2.4	-7	0	-8
NC(=O)c1cc(S(=O)(=O)N2CCOCC2)ccc1Sc1ccccc1N	3	5	x	4	-0.3	x	5.2	-9	2	-7
CCN(CC)S(=O)(=O)c1cc(NC(=O)c2ccc(-n3cncn3)c([N+](=O)[O-])c2)ccc1C	6	u	2.9	-3	-0.5	-0.1	-0.6	-7	3	-10
CC1CN(S(=O)(=O)c2ccc(C(=O)NN3CCN(C)CC3)cc2)CC(C)O1 (stereo not given)	0	4	-0.8	12	-1.3	-1.3	3.3	-4	-1	1
Nc1c(C(=O)Nc2nccs2)sc2nc(-c3cccs3)cc(C(F)(F)F)c12	x	-1	2.2	-6	-0.1	3.2	1.0	-16	-26	-14
Cc1ccccc1N/N=C/c1ccc(N2CCOCC2)cc1	x	-2	-0.3	x	-2.3	0.9	-0.6	16	3	-4
O=C(NC1(C(F)(F)F)NC(=O)N(c2ccc(F)c(Cl)c2)C1=O)c1ccncc1 (stereo not given)	-3	0	1.4	7	-0.7	-3.6	2.3	8	-2	20
CC(C)CNC(=O)COC(=O)c1c2c(nc3ccccc13)/C(=C/c1cccs1)CC2	28	-16	3.4	-7	-0.6	-1.2	5.5	-8	-1	-9
CSc1nnc(NC(=O)c2ccc3c(c2)OCO3)s1	11	3	1.3	-13	-0.5	-2.2	-0.1	-6	2	-5
Cc1ccc(C(=O)N(CC#N)CC#N)cc1C	-15	2	1.4	7	0.7	0.1	4.1	6	-2	-3
COc1ccc([C@@H]2[C@@H]3C(=O)N(C(C)(C)C)C(=O)[C@@H]3[C@]3(Cc4ccccc4)C(=O)N(c4cccc(C)c4)C(=O)N23)cc1	3	-9	0.5	-8	0.6	-2.1	4.8	-13	-4	-11
OCC1OC(Oc2c(Br)cc(Br)cc2Br)C(O)C(O)C1O (stereo not given)	-1	-7	x	-2	-0.2	x	2.1	-85	9	-17
O=C(NN1C(=O)C2C(C1=O)C1C=CC2C12CC2)c1cccnc1 (stereo not given)	0	-6	0.5	-2	-1.2	1.3	2.9	8	-3	-11
COc1ccc(C2=NOC(C(=O)NCCN3CCOCC3)C2)cc1 (stereo not given)	x	-2	0.8	18	-0.1	-1.3	3.3	7	-1	-13
O=C(NCc1ccccn1)C(=O)C1C(=O)Nc2ccccc21 (stereo not given)	-1	0	-0.3	-10	-0.7	0.3	4.9	45	-1	-7
Cc1ccc(S(=O)(=O)/N=C/c2ccco2)cc1	1	-11	3.9	-8	-0.1	-0.5	-0.2	-25	-1	-14
O=C(CSc1nnc2ccccn12)NNC(=O)c1ccc([N+](=O)[O-])cc1	2	5	1.8	-7	-0.3	-0.2	-0.5	-10	0	-7
CC(C)NC(=O)c1ccc(CS(=O)(=O)c2ccc(Br)cc2)o1	0	0	4.9	-1	-0.4	0.5	3.2	-2	1	-9

Single records, from the list above.
`COc1ccc(C2c3c(-c4ccccc4O)n[nH]c3C(=O)N2CCc2ccc(OC)c(OC)c2)cc1` (stereo not given) is entered as Wnt act = x; Tat export inh = 11; AddAB inh = -1.4; Rtt109 HAT inh = 7; CAL PDZ inh = -3.1; Ecoli viability = 0.4; phage Ecoli inh = 1.3; PfHsp90 set2 = x; DAGLB inh = 2; PvdQ inh = -14
`Cc1ccc(S(=O)(=O)/N=C/c2ccco2)cc1` is entered as Wnt act = 1; Tat export inh = -11; AddAB inh = 3.9; Rtt109 HAT inh = -8; CAL PDZ inh = -0.1; Ecoli viability = -0.5; phage Ecoli inh = -0.2; PfHsp90 set2 = -25; DAGLB inh = -1; PvdQ inh = -14

Back to the main list; the 2 compounds before the break are reprinted first.
SMILES	Wnt act	Tat export inh	AddAB inh	Rtt109 HAT inh	CAL PDZ inh	Ecoli viability	phage Ecoli inh	PfHsp90 set2	DAGLB inh	PvdQ inh
O=C(CSc1nnc2ccccn12)NNC(=O)c1ccc([N+](=O)[O-])cc1	2	5	1.8	-7	-0.3	-0.2	-0.5	-10	0	-7
CC(C)NC(=O)c1ccc(CS(=O)(=O)c2ccc(Br)cc2)o1	0	0	4.9	-1	-0.4	0.5	3.2	-2	1	-9
CCOc1cc(/C=C(/C#N)c2nc3ccccc3[nH]2)ccc1Oc1ccc([N+](=O)[O-])cn1	-2	-2	2.0	-4	-2.3	-1.1	4.0	0	1	-9
COc1cccc(C2=NOC(C(=O)NCc3ccccn3)C2)c1 (stereo not given)	-2	-2	2.0	-4	-0.9	0.1	0.9	0	-1	10
Cc1ccc2nc(N(CCCN(C)C)C(=O)c3ccc(S(=O)(=O)N4CCOCC4)cc3)sc2c1	0	4	-0.4	11	-2.5	-0.8	0.6	4	-2	1
Cn1c(SCC(=O)Nc2cccc(F)c2)nc2c([nH]c3ccccc32)c1=O	x	4	-1.1	5	-2.6	-3.1	2.7	-17	-1	-7
Cc1ccc2cc(CCNC(=O)c3cccc([N+](=O)[O-])c3)c(=O)[nH]c2c1C	x	3	1.7	4	-0.1	4.0	1.6	20	2	-5
CCCCS(=O)(=O)N1CCCC(C(=O)Oc2ccc(Cl)cc2)C1 (stereo not given)	-1	u	-1.2	6	0.3	-0.6	0.9	9	-4	0
O=C(N/N=C/c1ccco1)c1cccc(S(=O)(=O)Nc2ccccc2Cl)c1	-2	-8	3.2	5	0.8	-0.2	3.4	-17	4	-5
CCOc1ccc(-n2c(SCc3nc(-c4cccs4)no3)nnc2-c2ccncc2)cc1	-3	3	-2.0	-4	-1.9	-2.2	0.8	-26	1	-6
C/C(CC(=O)Nc1ccc(F)cc1)=N\NC(=O)c1ccccn1	8	-5	4.8	6	-1.7	0.0	0.3	-66	-2	-18
CCOC(=O)c1nnsc1C(OC)Oc1ccccc1 (stereo not given)	-3	13	x	6	-0.8	x	2.9	-17	-2	11
CC1=NOC(=O)/C1=C\c1ccccc1	-3	0	1.5	1	-0.6	3.3	0.5	-7	0	-5
COc1cc(C(=O)N2CCN(C(=O)C3COc4ccccc4O3)CC2)cc(OC)c1OC (stereo not given)	-1	0	2.5	-12	-1.9	0.0	0.9	-9	2	-13
COc1ccc(C(=O)Cn2c(C(C)=O)nc3ccccc32)cc1	-1	0	x	3	-2.1	x	0.7	-1	-5	-15
CCCN(CCC)CCCNC(=O)c1cc2cc3ccc(OC)cc3nc2o1	-1	1	-1.6	-104	-4.8	-0.4	-0.2	-24	0	-24
COc1ccc(Cl)cc1NC(=O)CN1C(=O)CC(C)S(=O)(=O)c2ccccc21 (stereo not given)	-2	3	1.2	5	-2.1	1.5	2.1	-13	0	-3
CNC1(c2nnnn2-c2ccccc2C)CCOC(C)(C)C1 (stereo not given)	1	-5	-2.5	0	-2.1	1.3	3.4	12	1	-4
CC1(NC(=O)CC(c2ccccc2)(c2ccccc2)c2ccccc2)CCN(CCCc2ccccc2)C1=O (stereo not given)	-4	9	1.7	9	-1.0	1.8	3.0	22	5	-15
Clc1cccc(CSc2nnc(-c3c[nH]c4ccccc34)o2)c1	3	11	0.8	2	-1.4	1.8	2.5	-44	-4	-13
O=C(Cc1nnc(NC(=O)c2cccc([N+](=O)[O-])c2)s1)NCc1ccccc1	1	2	4.0	6	-1.7	-0.7	1.8	-8	0	-2
Cc1cc(OC(C)C(=O)N2CCN(c3ccc(F)cc3)CC2)c2c(C)c(C)c(=O)oc2c1 (stereo not given)	-4	-1	3.5	6	-1.6	2.6	5.0	6	0	-3
CC(C)(C)/C(Cn1cncn1)=N\OC(=O)Nc1ccc(Cl)cc1	2	4	2.1	-1	-1.7	-3.2	2.3	19	-1	-16
Cc1nc2scc(-c3ccccc3)c2c(=O)n1N	0	2	-3.7	-13	x	-0.2	2.4	5	0	-4
NS(=O)(=O)c1ccc(CCNC(=O)COC(=O)c2ccc([N+](=O)[O-])o2)cc1	0	-1	0.4	2	0.7	1.9	1.5	-15	-1	-10
CCCOc1ccc(/C=C/c2c([N+](=O)[O-])c(=O)n(C)c(=O)n2C)cc1	-1	19	3.9	-3	-0.2	0.2	1.9	-11	0	-2
Nc1nccc(/C=C/c2ccc(Cl)cc2)n1	27	-5	-0.9	-8	-2.3	2.0	3.2	-10	0	15
O=C(O)Cc1sc(Nc2ccccc2)nc1-c1cccs1	35*	-7	2.0	6	0.1	2.1	2.7	-9	1	1
CCOC(=O)c1cnc(-n2nc(C)cc2C)nc1NNc1nc(-c2ccccc2)cc(-c2ccccc2)n1	x	3	2.0	7	-0.7	0.3	x	-6	-4	7
